Screening data: PubChem BioAssay, several laboratories
S1P2 agonist = agonists of human S1P2 receptor; O95136; S1P2-expressing cell line, agonist reporter read-out; activation, % at 4.5 µM; actives 0.46% (n = 97,000); AID 729; in the data active means activation above about 16%;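 further: 0% = vehicle low control and 100% = maximal reference agonist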
hDAT+cocaine = human DAT dopamine uptake with cocaine, either direction; Q01959; LLC-PK1 hDAT cells, [14C]-dopamine uptake with cocaine IC80; actives deviate in either direction; B-score at 10 µM; actives 1.3% (n = 110,000); AID 449768;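 active means Z score or B-score, a plate-position-corrected score, falls beyond the plate's 99.7% confidence bounds, in either direction; inactive means both scores lie inside the 99.7% bounds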;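 further: scored against the spread of the other compound wells on the same plate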
S1P2 antag = blocks the human S1P2 receptor. O95136. cell-based S1P2 antagonist assay, inhibition at 5 uM. inhibition, % at 5 µM. actives 0.21% (n = 97,000). AID 736; in the data active means inhibition above about 45%;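 further: CRE beta-lactamase reporter cells expressing human S1P2 stimulated with S1P; 0% = agonist at EC80 alone and 100% = agonist plus reference antagonist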
sEH inh = blocks human soluble epoxide hydrolase activity | recombinant human sEH enzymatic activity assay | inhibition, % at 2 µM | P34913 | AID 707 | actives 0.34% (n = 91,000); in the data active means inhibition above about 80%; further: values of inactives mirror those of a sister screen read the other way; many of its hits are not listed in these tables
Target sequence (P34913 whole entry, looked up): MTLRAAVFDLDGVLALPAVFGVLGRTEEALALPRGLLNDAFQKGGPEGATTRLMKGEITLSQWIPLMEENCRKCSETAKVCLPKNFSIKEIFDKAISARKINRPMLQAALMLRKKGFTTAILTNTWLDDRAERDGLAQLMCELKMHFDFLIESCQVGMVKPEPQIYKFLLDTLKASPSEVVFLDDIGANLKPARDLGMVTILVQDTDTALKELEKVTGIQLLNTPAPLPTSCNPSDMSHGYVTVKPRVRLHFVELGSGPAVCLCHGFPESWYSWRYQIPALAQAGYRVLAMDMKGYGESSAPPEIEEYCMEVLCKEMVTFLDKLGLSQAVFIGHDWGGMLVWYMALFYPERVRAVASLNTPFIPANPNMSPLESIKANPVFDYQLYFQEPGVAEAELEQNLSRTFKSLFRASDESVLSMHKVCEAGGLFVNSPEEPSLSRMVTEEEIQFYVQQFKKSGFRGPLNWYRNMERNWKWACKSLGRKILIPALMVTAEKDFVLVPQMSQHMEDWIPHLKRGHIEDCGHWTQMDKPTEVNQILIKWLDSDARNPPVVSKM
PostGolgi ctrl = yeast control strain growth, post-Golgi counter-screen; actives 5% (n = 98,000); efflux-deficient yeast background strain, growth absorbance A615, 16 h; inhibition, % at 10 µM
PostGolgi yeast = growth inhibition of a yeast mutant, post-Golgi transport screen; AID 739; inhibition, % at 10 µM; post-Golgi transport phenotypic cell assay; actives 0.9% (n = 98,000);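 further: yeast cells grown in 1536-well plates; yeast grown about 18 h at 30C before absorbance read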
CYP2C19 act = cytochrome P450 2C19 (human) activation | P33261 | recombinant CYP2C19, luciferin-H EGE luminescence; stronger effect = higher value; 0 = fully inhibited enzyme, 1 = untreated enzyme | activation factor at 5 µM | 96,000 tested, under 10 active | AID 1025;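 active means activation factor of at least 2 at 5 µM in the primary screen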;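 further: 0 = wells with 2.5 mM tranylcypromine and 1 = vehicle-only wells; values of inactives mirror those of a sister screen read the other way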
Target sequence (P33261 whole entry, looked up): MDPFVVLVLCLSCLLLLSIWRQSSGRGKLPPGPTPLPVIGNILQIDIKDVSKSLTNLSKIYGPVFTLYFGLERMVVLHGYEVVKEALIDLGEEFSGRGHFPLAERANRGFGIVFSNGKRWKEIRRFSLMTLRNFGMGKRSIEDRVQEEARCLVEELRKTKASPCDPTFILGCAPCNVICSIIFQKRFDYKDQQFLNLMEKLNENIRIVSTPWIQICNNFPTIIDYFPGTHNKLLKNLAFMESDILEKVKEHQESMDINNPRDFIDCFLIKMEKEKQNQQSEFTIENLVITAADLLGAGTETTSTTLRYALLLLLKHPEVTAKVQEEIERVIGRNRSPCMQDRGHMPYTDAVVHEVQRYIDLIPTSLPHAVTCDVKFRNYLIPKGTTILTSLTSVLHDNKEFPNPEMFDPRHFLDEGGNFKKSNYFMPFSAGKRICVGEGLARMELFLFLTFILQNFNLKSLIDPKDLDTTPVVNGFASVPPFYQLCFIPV
CYP2C19 inh = human CYP2C19 inhibition; P33261; CYP2C19 Supersomes, luciferin-H EGE luminescence, 30 min; inhibition, % at 5 µM; actives 21% (n = 96,000); AID 778;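 active means CYP2C19 inhibition above a set limit at 5 µM in the primary screen, cut at about 50% in these data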;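 further: plate controls were negative control wells for no effect and 2.5 mM tranylcypromine positive control for full effect; values of inactives mirror those of a sister screen read the other way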
sEH act = activators of human soluble epoxide hydrolase | purified human sEH enzymatic activity, activator screen | activation, % at 2 µM | actives 0.04% (n = 91,000) | AID 717; in the data active means activation above about 37%; further: values of inactives mirror those of a sister screen read the other way
* marks the source's active call; other numbers are inactive results; nt = not tested or not shown. Unless noted, no stated cut-off is given here; in the data, active means inhibition above about 30%; inactive means the rest.

SMILES	S1P2 agonist	hDAT+cocaine	S1P2 antag	sEH inh	PostGolgi ctrl	PostGolgi yeast	CYP2C19 act	CYP2C19 inh	sEH act
COCCNC(=O)CSc1nc2ccccc2c(=O)n1CCCC(=O)NCc1ccccc1	0	0.81	19	-9	23	2	0.6	37	9
CC(C)Cn1nc(NC(=O)C(C)(C)C)c2cc3ccccc3nc21	-1	0.65	-4	nt	5	-4	0.6	36	nt
Nc1ccc(NC(=O)c2ccccc2)c2c1C(=O)c1ccccc1C2=O	-8	0.22	-8	4	1	0	0.9	13	-4
CN(C)S(=O)(=O)c1ccc(C(=O)Nc2ccccc2F)cc1	-5	-0.88	-5	12	5	-3	1	-3	-10
Cc1cc(NC(=O)CCC(=O)N(Cc2cccs2)C(C(=O)NC2CCCC2)c2ccncc2)no1 (centres undefined)	nt	-0.22	nt	nt	-2	8	0.3	69*	nt
NC(=O)CC(c1ccccc1)c1ccco1 (centres undefined)	-2	-1.1	16	14	-1	2	1.1	-9	-14
Cc1cccc(Oc2sc(C(=O)c3ccccc3)c(N)c2C#N)c1	-5	-0.31	-9	0	19	27	0.4	61*	-2
CC(C)(C)NC(=O)CSC(=Nc1ccc(F)cc1)NC#N	24*	-0.71	-4	nt	-4	-4	0.3	72*	nt
CCOC(=O)N1CCN(C(=O)CSc2nc3ccccc3c(=O)n2-c2ccccc2)CC1	-6	0.45	-8	-7	19	6	0.4	56*	7
COc1ccc(/C(O)=C2/C(=O)C(=O)N(Cc3cccnc3)C2c2ccco2)cc1OC (centres undefined)	-1	-1	-13	-23	-3	2	0.7	26	23
COc1ccccc1NC(=O)COc1ccc(/C=N/NC(=O)CSCc2ccc(Cl)cc2)cc1	-6	nt	3	26	0	-3	0.4	63*	-21
Cc1nc2nc(-c3ccccc3)cn2nc1C	nt	0.17	nt	nt	-4	4	0.5	52*	nt
COC(=O)c1nc2nc(C)cc(C(F)(F)F)n2n1	-5	-0.63	20	14	-1	-2	1	-5	-13
CC(C)n1c(NCc2nc3ccccc3n2C)nc2ccccc21	-4	0.51	-7	-14	0	9	0.2	84*	11
Fc1ccc(CN2CCN3CCCC3C2C2CCCCC2)cc1F (centres undefined)	0	1.3	-14	3	3	3	0.9	8	-5
O=c1c2cc(-c3ccccc3)sc2ncn1/N=C/c1ccco1	-3	1.7	-2	-11	14	3	0.9	7	10
COc1cccc(C2C(C(=O)c3cccs3)=C(O)C(=O)N2CCN(C)C)c1OC (centres undefined)	2	-0.0023	-11	4	4	24	1	-2	0
CCOC(=O)C1=C(CSc2nnnn2C)N(C)C(=O)NC1c1ccccc1 (centres undefined)	-4	0.56	-9	-9	4	2	0.2	80*	6
CC1CCN(C(=O)C2(NC(=O)Nc3cccc(F)c3)CCCCC2)CC1	-9	0.14	-11	15	nt	nt	nt	nt	-11
COc1cccc(-n2nc(C(=O)Nc3ccc4c(c3)OCO4)c3ccccc3c2=O)c1	-1	0.22	-11	-6	13	-7	0.6	42	3
COc1ccc(C)cc1S(=O)(=O)N(C)CC(=O)Nc1ccc2c(c1)OCCO2	3	0.29	-11	0	12	0	0.6	39	1
c1ccc(CCNc2ncnc3c2cnn3-c2ccccc2)cc1	-1	0.0019	-18	-12	nt	nt	nt	nt	13
COc1ccccc1S(=O)(=O)Cc1ccc(C(=O)NCc2ccc3c(c2)OCO3)o1	-2	-0.39	-13	2	3	2	0.4	61*	0
COC(=O)CCSCc1cn2cc(Cl)ccc2n1	-3	0.69	19	2	27	4	0.7	31	0
Cc1ccc(/C(N)=N/OC(=O)Oc2ccccc2)cc1	-1	-0.27	-11	-13	12	-6	1.1	-10	16
Cc1[nH]c2ccc(CNS(=O)(=O)c3ccc(S(=O)(=O)N4CCOCC4)cc3)cc2c1C	-3	0.31	-2	-8	-2	-6	0.4	64*	10
COc1cccc(OC)c1NC(=O)CN1CCC(NC(=O)c2cccc(F)c2)CC1	-1	-0.37	-28	4	nt	nt	nt	nt	0
Cn1c(=O)c(=O)n(C)c2cc(S(=O)(=O)CCC(=O)N3CCOCC3)ccc21	-2	-1.1	9	-6	3	-1	0.9	6	6
CCOC(=O)N1CCN(C(=O)c2cn(-c3ccc(C)c(C)c3)c(=O)c3ccccc23)CC1	nt	0.16	nt	nt	14	18	0.8	24	nt
CCCC(c1nnnn1Cc1cccs1)N1CCN(c2ccc(OC)cc2)CC1 (centres undefined)	0	-0.33	-14	-4	8	7	0.6	42	6
CCOC(=O)N1CCN(C(=O)CSc2nc3c([nH]c4ccccc43)c(=O)n2C)CC1	-1	-0.2	5	13	3	0	nt	nt	-12
COc1cccc(CN2C(=O)CCC2(C)C(=O)NC2CCCC2)c1 (centres undefined)	-4	-0.93	-32	-4	7	-4	0.8	20	1
CCc1nnc(NC(=O)CSc2nc(-c3ccccc3)cc(-c3ccc(F)cc3)c2C#N)s1	-4	0.56	2	-4	-8	-5	1	4	4
CN(C)C(=O)Nc1cnc2ccccc2c1	-2	-1.7	-2	1	-4	2	1.1	-7	-1
CCOc1ccc2nc(NC(=O)CSc3nc(SC)ns3)sc2c1	-5	1	11	-8	15	-12	1.1	-9	11
O=C(c1ccco1)N1CCC(c2nc(-c3ccc(F)cc3)no2)CC1	-4	1.1	-9	-5	11	7	0.8	18	7
CCN(C(=O)CSc1nnc(Cc2ccccc2F)n1N)C1CCS(=O)(=O)C1 (centres undefined)	-3	-0.81	7	-12	0	-4	1.3	-27	10
O=C1CCCCCN1CP(=O)(O)CCc1ccccc1	-5	-0.011	-9	3	6	0	0.9	13	-6
CC(NC(=O)CN(C1CCCCC1)S(C)(=O)=O)c1ccccc1 (centres undefined)	-7	0.029	-9	3	nt	nt	nt	nt	-3
CCCCCCOC(=O)C(C#N)c1nc2ccccc2nc1N1CCN(CC)CC1 (centres undefined)	-5	3	40	5	4	-6	0.6	42	-7
COc1ccc(-c2c3c(=O)n(C)c(=O)n(C)c3cn2N2CCOCC2)cc1	-9	0.96	-24	25	0	-7	1	-3	-25
CC(C)(C)C(=O)NC(Nc1cccc2cccnc12)C(Cl)(Cl)Cl (centres undefined)	-4	nt	20	-12	23	1	0.5	54*	13
Cc1ccc(CS(=O)(=O)CCC(=O)NC2CC2)cc1	-6	0.75	7	2	5	4	0.9	10	-4
CCCCCC(O)CCc1n[nH]c(=S)n1-c1ccccc1 (centres undefined)	-2	0.87	26	-5	12	0	0.8	18	7
Cc1cc(C)n2nc(SCc3cc(=O)oc4ccc5ccccc5c34)nc2n1	4	nt	-7	-8	9	24	1.1	-6	9
Cc1ccc2c(N)c(C#N)sc2n1	-1	-0.0073	4	-13	-1	5	0.8	19	11
Cn1c(SCC(=O)Nc2cccc(Br)c2)nnc1-c1cc2ccccc2o1	-2	-0.61	-4	-4	5	0	0.7	34	6
Cc1cccc(S(=O)(=O)Nc2ccc(C)c3c2OC(C)(C)C3)c1	1	0.48	-30	-20	9	1	0	97*	21
COc1cc(S(=O)(=O)N2CCCCCC2)c(OC)cc1Br	-7	0.2	13	nt	4	-10	0	96*	nt
CCOC(=O)C(Cc1ccccc1)(NC(C)=O)C(=O)OCC	0	-1.2	-5	-3	0	20	0.9	6	0

Three compounds out of the list, ordered by SMILES length, ascending.
SMILES	S1P2 agonist	hDAT+cocaine	S1P2 antag	sEH inh	PostGolgi ctrl	PostGolgi yeast	CYP2C19 act	CYP2C19 inh	sEH act
Cc1cccc(S(=O)(=O)Nc2ccc(C)c3c2OC(C)(C)C3)c1	1	0.48	-30	-20	9	1	0	97*	21
Cn1c(SCC(=O)Nc2cccc(Br)c2)nnc1-c1cc2ccccc2o1	-2	-0.61	-4	-4	5	0	0.7	34	6
Cc1cc(C)n2nc(SCc3cc(=O)oc4ccc5ccccc5c34)nc2n1	4	nt	-7	-8	9	24	1.1	-6	9

(list continues)
SMILES	S1P2 agonist	hDAT+cocaine	S1P2 antag	sEH inh	PostGolgi ctrl	PostGolgi yeast	CYP2C19 act	CYP2C19 inh	sEH act
O=C(O)c1ccc(CNCc2ccc(Cl)cc2Cl)cc1	-3	-0.78	11	-5	-5	4	0.9	5	8
CCOC(=O)c1c(NC(=O)CSc2nc3ccccc3s2)sc(C)c1C	0	-0.11	-15	8	21	-3	0.7	28	-8
Cc1ccc(C(=O)O/N=C/c2c(Cl)n(C)c3ccccc23)cc1	-4	-0.38	-16	-13	4	-9	0.7	30	11
O=C(CSC1=Nc2ccccc2C2=NC(CC(=O)NCc3ccco3)C(=O)N12)NCc1ccco1 (centres undefined)	-5	0.089	2	2	0	6	0.9	11	-2
CCOC(=O)N=S(=O)(Oc1ccc([N+](=O)[O-])cc1)c1ccc(Cl)cc1 (centres undefined)	-10	0.39	-3	-3	nt	nt	nt	nt	6
CC1(C)CC(=O)C2=C(C1)N(N1CCOCC1)C(N)=C(C#N)C2c1cccnc1 (centres undefined)	-4	-0.62	-21	2	0	-11	0.9	5	-4
O=C(COC(=O)c1ccc(S(=O)(=O)N2CCc3ccccc3C2)cc1)NC(=O)NCc1ccco1	-7	0.12	10	5	8	-8	0.9	9	-2
CCCCCC(=O)Nc1ccc(N2CCN(CC)CC2)c(Cl)c1	nt	0.064	nt	nt	-5	-4	0.9	13	nt
COC(=O)Cn1c(C)c(C(C)=O)c(C(C)=O)c1C	-5	0.07	23	-14	-4	-1	1.1	-11	16
CC(CC(C)C(=O)Nc1ccccc1C(C)(C)C)C(=O)O (centres undefined)	0	-0.032	-10	-10	nt	nt	nt	nt	13
COc1ccc(Cn2c(O)cc(=O)[nH]c2=O)cc1	-5	0.75	10	3	0	-2	nt	nt	-3
O=C(Nc1ccc2oc(-c3ccccc3)nc2c1)c1ccccc1F	-1	0.49	-4	12	nt	nt	nt	nt	-9
CCCNc1nc2c(c(=O)[nH]c(=O)n2C)n1CCC(C)C	0	0.31	-31	-2	6	3	0.9	10	0
COc1ccccc1-c1cc(-c2cc(Cl)ccc2O)n[nH]1	-3	0.28	-1	nt	6	-2	0.9	8	nt
COc1ccc(-c2noc(CN3CCC(Cc4ccccc4)CC3)n2)cc1	-1	-0.017	-3	10	nt	nt	0.3	66*	-8
O=S(=O)(Cc1ccccc1Cl)CC(O)COc1ccccc1Cl (centres undefined)	-6	0.82	-10	3	1	-1	0.6	37	-5
Cc1ccc(S(=O)(=O)N(CC(=O)Nc2cccc([N+](=O)[O-])c2)C2CCCCC2)cc1	-4	0.089	-9	-6	35*	-8	0.8	19	11
COC(=O)c1cc(OC)c(OC)cc1NC(=O)CC1CCCCC1	-3	1.6	-5	11	42*	2	0.8	23	-8
Cc1ccc(NCC(=O)N/N=C\C(Br)=C\c2ccccc2)cc1	1	-1	-2	-11	-1	-17	0.7	26	7
O=C(Nc1ccccc1)N1CCc2ccccc2C1	-5	0.49	-3	4	nt	nt	nt	nt	-5
Cc1nn2c3ccccc3nc2n(Cc2ccccc2)c1=O	-5	nt	4	-3	nt	nt	nt	nt	7
CC(C)CCn1c(SCC(N)=O)nc2c1c(=O)n(C)c(=O)n2C	-8	0.0013	7	7	-5	-7	1.1	-14	-5
CCCCN(C)S(=O)(=O)c1c(C)[nH]c(=O)[nH]c1=O	-4	-0.62	-2	12	5	-8	1	-4	-11
Cc1cc2c(cc1C)NC(c1c(C)n(C)n(-c3ccccc3)c1=O)C1=C(CC(C)(C)CC1=O)N2 (centres undefined)	-7	0.73	13	8	1	-13	1.1	-6	-8
O=C(O)CCc1ccc(-c2ccc(F)cc2)n1CC(=O)O	-5	-0.02	-5	-5	3	-2	1.2	-17	7
Cc1cc(OCC(=O)N2CCOCC2)c(C(C)C)cc1Cl	-4	0.063	-3	-4	-2	-7	0.2	80*	1
CN(C)C=Nc1c(Br)cc(Br)c2nonc12	-3	-0.49	11	3	6	14	0.9	8	-4
CCOCCCNC(=O)C(c1ccc(Cl)cc1)N1CCN(C(=O)c2ccco2)CC1 (centres undefined)	-2	0.54	4	4	-6	-3	0.9	7	-4
O=c1c2ccccc2nc(/C=C/c2ccc([N+](=O)[O-])o2)n1CCCO	-7	2.2	31	6	62*	91*	0.8	16	-4
